Screening data deposited in PubChem BioAssay by several laboratories.
ASAP1 GAP inh – ASAP1 ArfGAP inhibition. hit rate 0.19% among 360,000. AID 624377. ASAP1-stimulated ARF1 GTP hydrolysis, GDP FP detection. inhibition, % at 16.5 µM. Q9ULH1; in the data active means inhibition above about 25%;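 further: 0% = vehicle with enzyme and substrate and 100% = no enzyme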
rCAG binder – r(CAG) repeat RNA binding; hit rate 1.3% among 370,000; TO-PRO-1 dye displacement fluorescence; inhibition, % at 3 µM; AID 651821;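 active means inhibition above the plate cutoff, the mean of all test compounds on that plate plus 3 SD, cut at about 35% in these data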;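 further: 0% = DMSO alone and 100% = 100 µM mitoxantrone as full dye displacement; higher means more dye released from RNA so lower well fluorescence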
GC-B act – GC-B (human) receptor activation; AID 1920062; P20594; hit rate 0.11% among 370,000; activation, % at 10 µM; HEK293-GC-B cells, CNP EC30, cGMP TR-FRET; 0% at EC30 CNP, 100% saturating CNP;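 active means activation at 10 µM reaching about 35% in either raw or pattern-adjusted values, limit read from the data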
GC-A act – GC-A (human) enzyme activation; activation, % at 10 µM; hit rate 0.14% among 370,000; HEK293 GC-A cells, cGMP TR-FRET, EC30 ANP; 0% at EC30 ANP, 100% saturating ANP; in the data active means activation above about 40%
ARFGAP1 inhibitor – inhibitors of rat ARFGAP1 | hit rate 0.26% among 360,000 | Arfgap1-stimulated ARF1 GTP hydrolysis, GDP FP detection | inhibition, % at 16.5 µM;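 active means inhibition above a per-plate limit, mean inhibition of low control wells plus 3 SD, cut at about 25% in these data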;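 further: 0% = DMSO wells with enzyme and 100% = wells lacking Arfgap1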
Target sequence (Q62848 1-136 limits assumed): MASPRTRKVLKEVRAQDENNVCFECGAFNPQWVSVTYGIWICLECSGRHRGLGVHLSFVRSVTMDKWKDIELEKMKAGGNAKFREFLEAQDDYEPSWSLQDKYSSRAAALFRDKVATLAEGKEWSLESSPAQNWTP
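Assay system: Rat Arfgap1 GAP domain (His6, aa 1-136), purified enzyme | Buffer or medium: HEPES 25 mM pH 7.5, NaCl 150 mM, MgCl2, DTT | Schedule: GTP hydrolysis reaction 2 h at 25 °C | Signal: FP of antibody-bound GDP Alexa 633 tracer, ex 620/em 688 nm | Measure: Percent inhibition of Arfgap1-stimulated GTP hydrolysis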
ABHD4 inh – inhibitors of mouse ABHD4; AID 720543; Q8VD66; hit rate 0.54% among 370,000; inhibition, % at 8.92 µM; purified mABHD4, FP-Rh probe fluorescence polarization;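 active means inhibition exceeding the mean over every tested compound plus 3 SD, cut at about 30% in these data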;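 further: 0% = plate median of compound wells and 100% = S159A mutant with DMSO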
Target sequence (Q8VD66 whole entry, looked up): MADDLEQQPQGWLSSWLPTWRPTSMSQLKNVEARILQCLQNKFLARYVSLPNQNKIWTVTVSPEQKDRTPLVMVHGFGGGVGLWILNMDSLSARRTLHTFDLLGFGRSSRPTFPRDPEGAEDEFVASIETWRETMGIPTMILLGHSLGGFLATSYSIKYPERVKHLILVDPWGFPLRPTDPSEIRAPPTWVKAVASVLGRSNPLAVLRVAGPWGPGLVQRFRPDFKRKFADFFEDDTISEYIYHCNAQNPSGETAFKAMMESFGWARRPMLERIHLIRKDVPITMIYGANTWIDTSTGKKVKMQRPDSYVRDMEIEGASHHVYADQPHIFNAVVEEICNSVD
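Assay system: wild-type mouse ABHD4 protein; compound: single nominal dose of 8.92 µM, 0.89% DMSO final; schedule: 45 min + 60 min at 25 °C; measured by: FP readout, ex 525 nm / em 598 nm; evaluation: % inhibition of FP-Rh probe binding versus controls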
HTRA1 inhibitor – inhibitors of human serine peptidase HTRA1 | recombinant HTRA1, FP-rhodamine activity-based probe, fluorescence polarization | inhibition, % at 5.96 µM | hit rate 0.5% among 340,000 | AID 504803; in the data active means inhibition above about 36%;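 further: 0% = enzyme with DMSO and 100% = wells lacking enzyme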
SMARCA2 activ – activators of SMARCA2 function; MG213 cells, MMTV-luciferase reporter, dexamethasone, overnight; activation, % at 9.1 µM; hit rate 1% among 370,000; AID 652017; in the data active means activation above about 7.8%;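 further: 0% = vehicle wells and 100% = reference activator wells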
PG9 binder – binds the HIV-1 gp120 antibody PG9. hit rate 0.43% among 360,000. inhibition, % at 6.7 µM. TR-FRET gp120-PG9 antibody binding. AID 624416; in the data active means inhibition above about 8.5%
NR1D1 modulator – modulates human Rev-erb alpha binding to DNA | Rev-erbα–FITC-DNA binding, fluorescence polarization, 90 min | AID 1259318 | P20393 | activity, % at 10 µM | hit rate 0.79% among 370,000;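 active means activity above about 14%, limit read from the data; passing the limit was not always enough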;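 further: 0% = DMSO wells with 35 nM protein and 100% = DMSO wells with 750 nM protein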
Target sequence (P20393 whole entry, looked up): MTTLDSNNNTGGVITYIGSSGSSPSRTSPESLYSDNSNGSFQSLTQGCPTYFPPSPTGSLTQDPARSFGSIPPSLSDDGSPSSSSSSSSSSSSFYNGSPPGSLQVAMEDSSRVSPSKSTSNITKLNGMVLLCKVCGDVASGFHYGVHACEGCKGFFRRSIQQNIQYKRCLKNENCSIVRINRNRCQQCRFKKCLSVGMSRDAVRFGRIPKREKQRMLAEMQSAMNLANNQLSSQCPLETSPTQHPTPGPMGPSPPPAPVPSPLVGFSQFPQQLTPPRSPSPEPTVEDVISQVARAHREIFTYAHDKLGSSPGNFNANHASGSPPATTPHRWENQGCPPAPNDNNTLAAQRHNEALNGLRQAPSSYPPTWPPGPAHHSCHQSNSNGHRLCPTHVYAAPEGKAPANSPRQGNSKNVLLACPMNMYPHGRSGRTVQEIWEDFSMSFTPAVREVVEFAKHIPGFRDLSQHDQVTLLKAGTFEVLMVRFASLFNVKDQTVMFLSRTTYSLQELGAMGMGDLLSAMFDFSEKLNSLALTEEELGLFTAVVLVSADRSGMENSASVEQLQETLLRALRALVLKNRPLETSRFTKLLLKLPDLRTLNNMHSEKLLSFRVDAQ
Starred values were filed as active, the others as inactive; . = not tested or not shown.

nr | canonical_smiles | ASAP1 GAP inh | rCAG binder | GC-B act | GC-A act | ARFGAP1 inhibitor
1 | O=C(NCc1cccs1)c1cc(-c2ccccc2)on1 | -5 | 0 | -11 | 11 | 10
2 | Cc1ccc(-n2c(SCC(=O)Nc3ccccc3-c3ccccc3)nnc2-c2ccccc2)cc1 | . | 5 | -22 | -18 | .
3 | COC(=O)[C@]12C[C@H](CC(=O)NCc3ccc(C)o3)C(=O)N(CCC3=CCCCC3)C1=C[C@H](C1CCCC1)O[C@@H]2C | . | 6 | -5 | -3 | .
4 | N#CCC[C@@H]1CC[C@]2(CCCN(C(=O)C3CCCC3)C2)O1 | . | -1 | -1 | 0 | .
5 | Cc1[nH]nc2c1C(c1cccc(OC(=O)N3CCOCC3)c1)C(C#N)=C(N)O2 (configuration not stated) | 5 | 5 | 8 | 2 | -6
6 | O=C(COC(=O)CNC(=O)c1ccc(Cl)c([N+](=O)[O-])c1)NC(=O)c1ccccc1 | -2 | -1 | -2 | -3 | 10
7 | O=C(C/C=N\OCc1c(Cl)cccc1Cl)Oc1ccc(Cl)cc1Cl | 4 | 4 | 2 | 0 | -12
8 | Cc1ccccc1NC(=O)c1ccc(C)c(S(=O)(=O)Nc2cccnc2)c1 | -2 | 2 | 10 | 4 | 3
9 | Cc1cccc(NC(=O)C2CCN(c3nnc(-n4cccc4)s3)CC2)c1C | . | 9 | 3 | -1 | .
10 | O=c1cc(CSc2ccc(Cl)cc2)nc(N2CCOCC2)[nH]1 | -15 | -4 | -3 | -4 | 7
11 | CC(=O)CSc1ncnc2sc3c(c12)CCC(C)C3 (configuration not stated) | -2 | -2 | -10 | 0 | -7
12 | COc1cc(OC)nc(C(NC(=O)C2CCN(Cc3ccc(N(C)C)cc3)CC2)c2ccc(F)cc2)n1 (configuration not stated) | 12 | 1 | -3 | -11 | -7

nr | ABHD4 inh | HTRA1 inhibitor | SMARCA2 activ | PG9 binder | NR1D1 modulator
1 | 8 | -5 | 2 | -0.5 | -5
2 | -16 | . | -4 | . | -5
3 | 4 | . | -3 | . | 4
4 | -3 | . | -2 | . | -2
5 | 7 | 2 | 1 | -1.1 | 2
6 | -4 | 6 | -3 | -1.3 | -4
7 | 2 | -11 | -6 | 0.4 | 4
8 | 0 | 0 | -2 | -1.2 | 2
9 | 1 | . | -5 | . | -2
10 | -4 | 3 | -1 | -2.7 | -6
11 | 1 | -12 | 0 | -0.7 | 1
12 | 5 | . | 2 | 0.0 | -4

4 of these compounds in another layout.
[1] O=C(NCc1cccs1)c1cc(-c2ccccc2)on1
  ASAP1 GAP inh = -5 | rCAG binder = 0 | GC-B act = -11 | GC-A act = 11 | ARFGAP1 inhibitor = 10 | ABHD4 inh = 8 | HTRA1 inhibitor = -5 | SMARCA2 activ = 2 | PG9 binder = -0.5 | NR1D1 modulator = -5
[2] Cc1ccc(-n2c(SCC(=O)Nc3ccccc3-c3ccccc3)nnc2-c2ccccc2)cc1
  ASAP1 GAP inh = . | rCAG binder = 5 | GC-B act = -22 | GC-A act = -18 | ARFGAP1 inhibitor = . | ABHD4 inh = -16 | HTRA1 inhibitor = . | SMARCA2 activ = -4 | PG9 binder = . | NR1D1 modulator = -5
[3] COC(=O)[C@]12C[C@H](CC(=O)NCc3ccc(C)o3)C(=O)N(CCC3=CCCCC3)C1=C[C@H](C1CCCC1)O[C@@H]2C
  ASAP1 GAP inh = . | rCAG binder = 6 | GC-B act = -5 | GC-A act = -3 | ARFGAP1 inhibitor = . | ABHD4 inh = 4 | HTRA1 inhibitor = . | SMARCA2 activ = -3 | PG9 binder = . | NR1D1 modulator = 4
[4] N#CCC[C@@H]1CC[C@]2(CCCN(C(=O)C3CCCC3)C2)O1
  ASAP1 GAP inh = . | rCAG binder = -1 | GC-B act = -1 | GC-A act = 0 | ARFGAP1 inhibitor = . | ABHD4 inh = -3 | HTRA1 inhibitor = . | SMARCA2 activ = -2 | PG9 binder = . | NR1D1 modulator = -2

(continued)
nr | canonical_smiles | ASAP1 GAP inh | rCAG binder | GC-B act | GC-A act | ARFGAP1 inhibitor
13 | O=C(O)c1ccn(Cn2cnc3ccccc32)n1 | -1 | 3 | -3 | 3 | 10
14 | COc1cccc(COC(=O)C2CCN(S(=O)(=O)c3ccc(F)cc3)CC2)c1OC | 6 | -9 | -2 | 0 | -6
15 | CC(C)CCN1CCN(C2CCN(c3ccc4c(c3)OCO4)CC2)CC1CCO (configuration not stated) | 13 | -9 | 1 | -2 | 1
16 | CCOC(=O)[C@]12CCCCC/C=C\1N(CCc1ccc(Cl)cc1)C(=O)[C@H]2CC(=O)NCC1CCCCC1 | . | 2 | 2 | -3 | .
17 | N#Cc1c(NCCN)nc(-c2ccco2)c2c1CCCC2 | 2 | 18 | -3 | -14 | 2
18 | O=C(CSc1n[nH]c(Cc2ccccc2)n1)Nc1ccccc1Br | -1 | 3 | 1 | -1 | -5
19 | CCNC(=S)N/N=C/c1ccccc1[N+](=O)[O-] | 14 | -2 | 10 | 3 | 14
20 | CCc1ccc2[nH]c(=O)c(CN(CC3CCCO3)C(=S)NCc3ccco3)cc2c1 (configuration not stated) | -4 | 5 | 2 | 0 | 7
21 | CC(C)CCOc1ccc(C2(C)NC(=O)NC2=O)cc1 (configuration not stated) | -17 | -4 | -1 | 6 | -7
22 | CC(C)(C)Cc1c(-c2ccc(Br)cc2)nc2ccc(Br)cn12 | 2 | 2 | -2 | 9 | -5
23 | O=C(c1cc(C2CC2)nn1-c1ccccc1)N1CCN(S(=O)(=O)c2c(F)cccc2F)CC1 | 0 | 3 | 2 | -8 | -4
24 | C[C@H]1CN([C@@H](C)CO)C(=O)CCCn2nncc2CO[C@@H]1CN(C)C(=O)Nc1ccc(N2CCCCC2)cc1 | 6 | 3 | 2 | 1 | 15

nr | ABHD4 inh | HTRA1 inhibitor | SMARCA2 activ | PG9 binder | NR1D1 modulator
13 | -5 | 1 | 1 | 0.5 | -4
14 | -3 | 1 | 0 | -0.3 | 0
15 | -2 | -1 | -4 | 0.6 | 4
16 | 0 | . | 0 | . | 5
17 | 0 | -36 | 9.7* | -2.0 | 0
18 | -6 | -4 | 0 | 0.3 | -2
19 | 6 | -2 | 1 | -2.0 | 5
20 | 2 | -1 | -3 | -3.5 | 1
21 | 2 | 1 | -1 | -0.3 | 4
22 | -1 | -1 | -4 | -1.7 | 7
23 | 4 | -12 | -3 | 0.8 | 2
24 | -8 | -1 | -2 | -1.9 | 1

New compounds follow.
nr | canonical_smiles | ASAP1 GAP inh | rCAG binder | GC-B act | GC-A act | ARFGAP1 inhibitor
25 | CCCCCC(=O)Nc1ccc(C(=O)COC(=O)CN2C(=O)NC3(CCCC3)C2=O)cc1 | -2 | 3 | 0 | 0 | -15
26 | CCN1CCN(C(=O)c2cc(S(=O)(=O)Nc3ccc(S(C)(=O)=O)cc3)ccc2Cl)CC1 | 1 | 4 | 2 | -2 | -3
27 | CCCCC1(C(=O)OCC)NC(c2ccc(O)cc2)C2C(=O)N(c3ccccc3)C(=O)C21 (configuration not stated) | 1 | -4 | -1 | -9 | 6
28 | CCc1cccc(C)c1NC(=S)N1CCCC1C(=O)O (configuration not stated) | -5 | -1 | 13 | 0 | -8
29 | O=C(Nc1ccc2c(c1)OCCO2)C1CCN(S(=O)(=O)c2ccc3c(c2)OCCO3)CC1 | 9 | 1 | -3 | -5 | 4
30 | CCOc1ccc(NC(=O)/C(C=Nc2ccccc2)=C(\C)O)cc1 | -3 | 3 | -6 | -4 | 0
31 | CCCN(CCC)CCCNC(=O)c1cn(CC)c2ccc(S(=O)(=O)N3CCc4ccccc4C3)cc2c1=O | 4 | 4 | -3 | -3 | 2
32 | COc1cccc(-c2nc(CS(=O)(=O)CC(=O)NCCC(C)C)c(C)o2)c1 | 1 | -1 | -5 | -12 | -7
33 | CC(=O)c1sc(NC(=O)c2ccccc2F)nc1-c1ccccc1 | 9 | -1 | -1 | 5 | -4
34 | O=C(Nc1ccccc1)N1CCC(C(=O)N2CCCC(C(F)(F)F)C2)CC1 (configuration not stated) | -6 | -4 | 1 | 2 | 3
35 | COc1ccc(C/C(N)=N/OC(=O)c2ccco2)cc1OC | -8 | -3 | 2 | 2 | -4
36 | CN1OC[C@@H]2CN(C(=S)NCCc3ccccc3)[C@H](c3ccccc3Br)C[C@@H]21 | 11 | 2 | -3 | -6 | 14

nr | ABHD4 inh | HTRA1 inhibitor | SMARCA2 activ | PG9 binder | NR1D1 modulator
25 | -7 | -8 | -2 | -3.0 | 0
26 | 4 | -7 | -2 | 1.1 | 0
27 | 4 | -5 | 1 | -1.4 | 3
28 | 10 | 9 | 2 | -1.3 | 2
29 | 0 | -3 | 1 | 0.0 | -9
30 | 1 | -8 | -4 | 0.2 | 8
31 | -5 | -4 | -2 | 0.2 | -8
32 | -4 | 0 | -4 | -0.1 | 4
33 | -6 | -8 | 3 | 1.8 | 17*
34 | 8 | -8 | -1 | -1.5 | 4
35 | 1 | -2 | -2 | -1.9 | 3
36 | -3 | . | -3 | 0.4 | 3

More records.
nr | canonical_smiles | ASAP1 GAP inh | rCAG binder | GC-B act | GC-A act | ARFGAP1 inhibitor
37 | CCOc1ccc(CN(C(=O)c2cccs2)C2CCS(=O)(=O)C2)cc1 (configuration not stated) | -6 | -2 | 1 | 2 | -6
38 | COc1cccc(-c2c(C(=O)N/N=C/c3ccsc3)nnn2-c2nonc2N)c1 | -11 | 4 | 3 | 7 | 7
39 | COc1cccc(S(=O)(=O)Nc2ccc3c(c2)[C@@H]2C[C@H](CC(=O)NCCc4ccccc4)O[C@H](CO)[C@@H]2O3)c1 | 10 | 5 | 1 | 1 | 9
40 | CCOC(=O)c1c(C)n(C)c2ccc(OC(C)C(=O)OC)cc12 (configuration not stated) | 9 | -4 | 1 | 0 | 8
41 | COc1ccc(C(CNC(=O)Nc2ccc(Cl)cc2)N2CCN(C)CC2)cc1 (configuration not stated) | -10 | -3 | -3 | -8 | -6
42 | CC(=O)NC(Nc1nc2c(s1)CCCC2)(C(F)(F)F)C(F)(F)F | 1 | 1 | 0 | 4 | 5
43 | Cc1cc(C(=O)NNC(=S)NCc2ccco2)nn1C | 1 | -1 | 0 | -3 | 4
44 | CCOC(=O)N1CCN(C(=O)CCc2ccc(S(=O)(=O)NCC(C)C)cc2)CC1 | 12 | -6 | 9 | 2 | 3
45 | CCOC(=O)c1c(CNCCN(CC)CC)n(C)c2cc(Br)c(OC)cc12 | 4 | 0 | -14 | -19 | 0
46 | CN(C)N(C(=O)c1cc(-c2cccs2)nn1-c1ccccc1)C1CCS(=O)(=O)C1 (configuration not stated) | -17 | 1 | -3 | -5 | -1
47 | COc1ccc(C2=NN(C)C(=NCc3ccccc3)SC2)cc1 | 1 | -6 | 1 | 3 | 15

nr | ABHD4 inh | HTRA1 inhibitor | SMARCA2 activ | PG9 binder | NR1D1 modulator
37 | -2 | 1 | -2 | 0.5 | 5
38 | -2 | -4 | -1 | -0.3 | -1
39 | -1 | -1 | -2 | -2.0 | 0
40 | -16 | -7 | 0 | 1.7 | 1
41 | 0 | 5 | 0 | -1.8 | 2
42 | 5 | 0 | -2 | 0.2 | -4
43 | 3 | -2 | 0 | 5.3 | -2
44 | 3 | 4 | -3 | -1.2 | 1
45 | 4 | -5 | 4 | -0.3 | 0
46 | -4 | 4 | 3 | -0.5 | 3
47 | -4 | -10 | -2 | 0.4 | 1
